Source: PubChem BioAssay
ERAP1 HTS inh – human ERAP1 aminopeptidase inhibitors, primary screen, biochemical, single point, plate reader. Endoplasmic reticulum aminopeptidase 1 (Homo sapiens), Q9NZ08. recombinant ERAP1, Leu-AMC fluorescence, 60 min. inhibition, % at 10.7 µM. actives 0.15% (n = 340,000). AID 652197, 2013;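 active = mean replicate inhibition of at least 30%, or all replicates individually reaching that 30% level; inactive = mean below 30% and not every replicate reaching it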;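 note: 0% = neutral control wells and 100% = L-leucinethiol positive control wells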
Xi reactivation – activators of inactive X chromosome reactivation, primary screen, imaging, XiGFP fibroblasts, GFP high-content imaging, set 2; XiGFP mouse fibroblasts, % GFP-positive cells imaging, 3 d; cells co-treated with 5-aza-dC sensitizer; scaled so ellipticine positive control = 100%; activation, % at 7.58 µM; actives 0.055% (n = 360,000);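 active = mean normalized replicate activation at least 10% and every replicate at or above 10%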;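 note: 0% = median of on-plate neutral control wells and 100% = ellipticine 6 µM median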
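System: 68-5-11 XiGFP fibroblast line | Buffer or medium: DMEM containing 5-aza-dC | Compound: Single point | Times: Compounds 3 days, fix/stain 15 min at room temperature | Benchmarks: Positive control ellipticine, 6 µM final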
ERp5 block – inhibitors of ERp5-driven insulin aggregation, primary screen, biochemical, turbidity, absorbance 650 nm, single point | actives 0.05% (n = 350,000) | inhibition, % at 9.99 µM | Protein disulfide-isomerase A6 (Homo sapiens), Q15084 | 90 min | AID 651711, 2012;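 active = mean replicate inhibition above about 25%, with every replicate also reaching it, limit read from the data, passing the limit was not always enough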
E-sel inducer – E-selectin induction in HUVECs, primary screen, imaging, HUVEC, immunofluorescence imaging, single point | normalized: neutral wells 0, TNF-alpha wells 100 | actives 0.37% (n = 260,000) | activation, % at 7.58 µM;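 active = mean E-selectin-positive cell signal at least 10% of the positive control, reached in at least 60% of replicates, without over 20% cell loss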;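 note: in these data hits start at about 27%; measured in HUVEC primary endothelial cells; signal is the percent of cells scored E-selectin positive by PE staining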
Target sequence (P16581 whole entry, looked up): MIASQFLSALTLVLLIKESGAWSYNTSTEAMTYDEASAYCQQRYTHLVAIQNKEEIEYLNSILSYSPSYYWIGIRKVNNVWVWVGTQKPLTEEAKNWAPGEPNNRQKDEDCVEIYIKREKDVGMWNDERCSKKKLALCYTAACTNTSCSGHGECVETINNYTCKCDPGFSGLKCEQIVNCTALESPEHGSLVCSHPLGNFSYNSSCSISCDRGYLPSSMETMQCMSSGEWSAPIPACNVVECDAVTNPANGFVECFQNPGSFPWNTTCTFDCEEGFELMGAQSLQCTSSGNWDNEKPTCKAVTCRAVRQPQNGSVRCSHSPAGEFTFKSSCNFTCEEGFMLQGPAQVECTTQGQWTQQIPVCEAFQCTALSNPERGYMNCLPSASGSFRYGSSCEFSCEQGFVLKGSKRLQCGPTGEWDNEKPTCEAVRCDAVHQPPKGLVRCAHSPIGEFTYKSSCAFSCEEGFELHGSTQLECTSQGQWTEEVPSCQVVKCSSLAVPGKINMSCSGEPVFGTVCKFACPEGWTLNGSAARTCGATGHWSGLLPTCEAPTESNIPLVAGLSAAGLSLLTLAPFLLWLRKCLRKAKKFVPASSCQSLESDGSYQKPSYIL
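Assay system: HUVEC primary endothelial cells. Input: 3,000 HUVEC seeded per well. Doses: one compound dose added by pin transfer. Read-out basis: % PE-positive cells. Benchmarks: TNF-alpha high, DMSO low. Detection: immunofluorescence imaging. Buffer or medium: EGM-2, gelatin.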
S100A4 inh HTS – inhibitors of S100A4-myosin IIA peptide binding, primary screen, biochemical, fluorescence polarization, TAMRA-MyoIIA peptide; AID 652163, 2013; actives 0.14% (n = 360,000); Protein S100-A4 (Homo sapiens), P26447; inhibition, % at 10.7 µM;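 active = mean inhibition of at least 70% across replicates, with every replicate also reaching that level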
Target sequence (P26447 whole entry, looked up): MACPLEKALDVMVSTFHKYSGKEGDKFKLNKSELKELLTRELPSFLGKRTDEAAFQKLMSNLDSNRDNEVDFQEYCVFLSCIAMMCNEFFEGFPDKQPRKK
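Test system – S100A4 monomer (human) · Compound – single-point compound testing · Schedule – 5 min incubation before reading · Probe or stimulus – TAMRA-labelled myosin IIA heavy-chain peptide probe, 5 nM · Benchmarks – neutral control DMSO, positive control TFP · Medium – Calcium-containing HEPES buffer, pH 7.2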
RAD52 inh – RAD52 DNA annealing inhibitors, primary screen, biochemical, FRET, single point, set 2; recombinant RAD52 DNA annealing, FRET fluorescence; actives 0.46% (n = 360,000); inhibition, % at 18.7 µM; DNA repair protein RAD52 homolog (Homo sapiens), P43351; AID 651710, 2012;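 active = every replicate showing at least 50% inhibition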
esBAF inh – Bmi1 luciferase reporter increase in mESCs, primary screen, esBAF inhibitor project, mouse ES cells, Bmi1 luciferase knock-in, single point; actives 2% (n = 350,000); 24 h; 100% = twice the neutral-well signal; reporter increase, % at 12.5 µM; in the data active = activation above about 40%;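 note: 0% = median of the plate's neutral control wells and 100% = double that signal; a rise in the Bmi1 reporter signal indicates esBAF inhibition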
RAD54 branch – inhibitors of human RAD54 branch migration, primary screen, biochemical, fluorescence, single point; actives 0.14% (n = 360,000); AID 602329, 2012; RAD54 Holliday junction branch migration, FAM/BHQ fluorescence; DNA repair and recombination protein RAD54-like (Homo sapiens), Q92698; inhibition, % at 10.4 µM;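 active = mean normalized replicate activity at least 40 and at least half of replicates scoring 40 or more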;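 note: 0% = median of neutral control wells and 100% = median of positive control wells; inhibitors cause a drop in the FAM fluorescence signal; in these data hits start at about 50%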
Active calls of the source: *; · = no result given. An unsorted share of the library; about 2.5% have a hit in one of these screens.

SMILES	ERAP1 HTS inh	Xi reactivation	ERp5 block	E-sel inducer	S100A4 inh HTS	RAD52 inh	esBAF inh	RAD54 branch
O=C(NCc1ccccn1)Nc1ccc(Br)cc1Cl	3	0.1	6	·	-2	-9	56*	-1
Cc1cc(C)nc(CCNC(=O)c2cc(COc3ccccc3)on2)n1	1	0.2	-2	13	-1	-17	8	-5
CC(C)=C(NC(=O)c1ccccc1)C(=O)NCc1ccccc1	1	0.1	1	·	3	-1	·	·
COC(=O)c1cccc(C23CC4(C2)[C@H](CN(Cc2ccc(-c5ccccc5)cc2)[C@@H]4c2ccccc2)C3c2ccccc2)c1 (some centres not stated)	1	0.0	-1	-0.3	-6	-98	-2	8
COc1ccc(CN(C)C(=O)C2CC(=O)N(c3ccc4c(c3)OCCO4)C2)cc1 (configuration not stated)	-5	0.2	-2	-0.1	-7	6	1	-4
COc1ccc(NS(=O)(=O)c2cc(Br)cc3c2N(C(C)=O)CC3)cc1	0	0.0	3	·	-5	1	·	0
COc1cccc(CN2CCC(C(=O)N3CCN(Cc4ccc5c(c4)OCO5)CC3)CC2)c1OC	2	0.0	-1	-1.2	-3	-6	-3	-6
COCCN1C[C@@H](CO)O[C@@H](n2cnc3c(N4CCN(c5ccccc5)CC4)ncnc32)C1	0	0.1	-3	0.2	-24	4	-2	5
CCCCCSc1nnc2c(n1)OC(C)N(C(C)=O)c1ccccc1-2 (configuration not stated)	23	0.0	-4	0.0	-2	-39	-7	1
Cc1cccc(-c2nc(N)nc(N)n2)c1	·	0.2	3	0.1	-1	-8	·	·
COc1ccc(NS(=O)(=O)c2ccc(S(=O)(=O)N3CCOCC3)cc2)cc1	-3	0.1	7	-0.2	-9	-17	6	0
COc1ccc(/C=N/NC(=O)CC(=O)NC2CCCCC2)cc1	-4	0.1	5	·	-5	-11	9	4
COc1ccc(-c2sc3ccccc3c2-c2cc(OC)ccc2C=O)cc1	0	0.0	0	0.2	1	3	·	·
CC(=O)OC1CC2C(C)(C)C(=O)C=CC2(C)C2CCC3(C)C(c4ccoc4)OC(=O)C4OC43C12C (configuration not stated)	·	·	3	·	-10	0	12	-6
Cc1nnc(SCc2c(Cl)cccc2[N+](=O)[O-])s1	9	0.3	-2	·	-1	-3	·	·
C[C@H]1CN([C@@H](C)CO)S(=O)(=O)c2ccc(/C=C/c3ccccc3)cc2O[C@@H]1CN(C)Cc1cccnc1	1	·	3	·	-14	10	-10	1
O=C(c1ccccc1)c1cccn1CC(=O)N1CCc2ccccc2C1	1	0.7	7	0.5	-4	-5	-4	3
COc1ccc(N(Cc2ccccc2)S(=O)(=O)c2ccc(C)cc2)cc1	-4	0.1	-2	·	-9	-2	·	-1
COc1ccc2cc(-c3nc4ccccc4n3C)c(=O)oc2c1	-3	·	2	·	-13	-31	87*	5
CC(=O)N1CCc2cc(C(=O)CN3CCCCC3)ccc21	-1	0.0	6	8.7	4	-11	3	-4
Cc1cc(NC(=O)c2cc(-c3ccccn3)nc3ccc(Br)cc23)no1	-2	0.1	-4	0.2	9	-16	7	16
COc1ccc(NC(=O)CCNS(=O)(=O)c2ccc(C)c(C)c2)cc1OC	1	0.3	-1	·	-4	-16	8	4
COc1ccc(-c2cc3cc(-c4cc(OC)c(OC)c(OC)c4)ccc3o2)cc1	·	0.7	-1	0.6	-8	2	9	5
COc1ccc2c3c(n(C)c2c1)[C@H](CO)N(C(=O)CC1CC1)CC31CCN(Cc2ccncc2)CC1	1	0.2	-1	1.5	5	6	·	·

For reference, part of the list above.
SMILES	ERAP1 HTS inh	Xi reactivation	ERp5 block	E-sel inducer	S100A4 inh HTS	RAD52 inh	esBAF inh	RAD54 branch
C[C@H]1CN([C@@H](C)CO)S(=O)(=O)c2ccc(/C=C/c3ccccc3)cc2O[C@@H]1CN(C)Cc1cccnc1	1	·	3	·	-14	10	-10	1
O=C(c1ccccc1)c1cccn1CC(=O)N1CCc2ccccc2C1	1	0.7	7	0.5	-4	-5	-4	3
COc1ccc(N(Cc2ccccc2)S(=O)(=O)c2ccc(C)cc2)cc1	-4	0.1	-2	·	-9	-2	·	-1
COc1ccc2cc(-c3nc4ccccc4n3C)c(=O)oc2c1	-3	·	2	·	-13	-31	87*	5
CC(=O)N1CCc2cc(C(=O)CN3CCCCC3)ccc21	-1	0.0	6	8.7	4	-11	3	-4
Cc1cc(NC(=O)c2cc(-c3ccccn3)nc3ccc(Br)cc23)no1	-2	0.1	-4	0.2	9	-16	7	16
COc1ccc(NC(=O)CCNS(=O)(=O)c2ccc(C)c(C)c2)cc1OC	1	0.3	-1	·	-4	-16	8	4
COc1ccc(-c2cc3cc(-c4cc(OC)c(OC)c(OC)c4)ccc3o2)cc1	·	0.7	-1	0.6	-8	2	9	5
COc1ccc2c3c(n(C)c2c1)[C@H](CO)N(C(=O)CC1CC1)CC31CCN(Cc2ccncc2)CC1	1	0.2	-1	1.5	5	6	·	·

Continued:
SMILES	ERAP1 HTS inh	Xi reactivation	ERp5 block	E-sel inducer	S100A4 inh HTS	RAD52 inh	esBAF inh	RAD54 branch
CCCNC(=S)N1CCC(NC(=O)Nc2ccc(C)cc2)CC1	-5	-0.1	-3	·	-1	-4	·	·
S=C(Nc1ccc(Cl)cc1)N1CCCC1	5	0.1	4	·	6	1	11	4
COC(=O)[C@@]1(Cc2ccc(F)cc2)[C@H]2c3cc(C(=O)N4CCCC4)n(CCF)c3C[C@H]2CN1C(=O)c1ccccc1	·	0.0	0	1.3	-1	-18	·	·
O=C(CCc1nnc2n(Cc3ccccc3)c(=O)c3ccccc3n12)NCCN1CCOCC1	-2	0.1	0	0.0	0	6	-3	-9
COC(=O)/C(=N\Nc1ccc(Cl)cc1)Sc1nnc(-c2ccc(OC)cc2)n1C	9	0.0	0	·	18	-14	·	-5
COC(=O)C1=C(C)N(C(C)C)C(=O)C1(NC(=O)C1CCCCC1)C(F)(F)F (configuration not stated)	-1	·	-10	·	3	-11	-12	17
CCCC(O)C#Cc1cnc2c(c1)C(=O)N([C@H](C)CO)C[C@H](C)[C@H](CN(C)Cc1ccccc1)O2 (some centres not stated)	-1	-1.2	-10	-0.1	-3	9	1	-5
COc1ccccc1NS(=O)(=O)c1cc(-c2cc(C)no2)ccc1OC	-3	0.2	0	-0.7	-2	-11	-3	-2
CCCN(c1ccc(C(C)C)cc1)S(=O)(=O)c1c(C)[nH]c(=O)[nH]c1=O	-1	·	-1	·	-3	-2	·	·
Cn1c(NC(=O)c2ccccc2F)cc(=O)n(C)c1=O	4	-0.1	-4	0.0	-4	-20	3	-20
O=C(CSc1nccn1Cc1ccc(F)cc1)Nc1ccc(F)cc1F	-8	0.1	10	3.2	7	-12	5	-13
CCCCCCNCC(=O)N1CCC(Cc2ccccc2)CC1	2	0.1	-5	·	4	-25	1	0
COCCN(Cc1ccccc1)C(=O)c1cccc(S(=O)(=O)N2CCN(Cc3ccccc3)CC2)c1	-7	-0.1	2	0.0	-2	-14	-3	-6
CC(C)C#Cc1ccc2c(c1)O[C@@H](CN(C)CC1CCOCC1)[C@@H](C)CN([C@@H](C)CO)S2(=O)=O	2	0.4	-5	-1.1	-7	9	-3	0
C[C@@H](NC(=O)C[C@@H]1C[C@H]2c3cc(NC(=O)c4ccc5c(c4)OCO5)ccc3O[C@H]2[C@H](CO)O1)c1ccccc1	2	0.0	1	0.7	-17	1	20	7
COc1ccc(S(=O)(=O)N[C@H]2C=C[C@H](CC(=O)N3CCC(Cc4ccccc4)CC3)O[C@H]2CO)cc1	1	0.2	-1	0.0	0	-12	8	1
CCNC(=O)C[C@@H]1CC[C@H]2[C@@H](COc3ccc(NC(=O)Nc4cccc(C)c4)cc3C(=O)N2C)O1	1	0.4	-1	0.0	0	3	-5	5
O=C(CC(=O)N/N=C\c1ccccc1[N+](=O)[O-])NCCc1ccccc1	0	0.2	0	-0.6	-2	-24	0	-4
CCC(=O)NCc1csc(-c2cccs2)n1	·	-0.1	1	·	-3	-11	·	·
O=S(=O)(c1ccc(F)cc1)N1CCN(c2nc(-c3ccc(F)cc3)cs2)CC1	-3	·	-2	·	-1	-7	-3	1
C[C@@H]1CN([C@@H](C)CO)C(=O)Cc2cc(NC(=O)Nc3ccc(F)cc3)ccc2O[C@@H]1CN(C)Cc1ccc(C(F)(F)F)cc1	0	-1.3	-1	12	3	16	3	·
CCC(=O)N(C)C[C@@H]1Oc2cc(C#CCC3CCCC3)ccc2S(=O)(=O)N([C@H](C)CO)C[C@@H]1C	3	-0.1	-6	0.7	2	-19	-1	-6
CCc1ccc(NC(=S)N(Cc2ccc(Cl)cc2)Cc2ccc(C(=O)O)cc2)cc1	3	0.0	0	·	-16	-9	·	·
CCNC(=S)N=Nc1c(O)[nH]c2ccc(C(C)C)cc12	9	1.2	-4	·	-1	0	·	-3
CC(C)C#Cc1ccc([C@H]2[C@H]3CN(C(=O)c4ccc5c(c4)OCO5)CC(=O)N3[C@H]2CO)cc1	-2	0.0	-2	0.2	7	1	·	·
O=[N+]([O-])c1nn(-c2ccc(Cl)cc2)n(O)c1=NCc1ccncc1	·	-0.2	3	-0.3	-2	-11	20	12
O=C(NCc1cccc(F)c1)[C@H]1[C@H](CO)[C@H]2Cn3c(ccc(-c4cccnc4)c3=O)[C@@H]1N2CC1CC1	4	0.3	0	-0.1	14	-5	-2	2
O=C(NCC[C@@H]1CC[C@@H](NS(=O)(=O)c2cccc(F)c2)[C@H](CO)O1)C1CC1	3	0.1	-4	-0.2	1	7	-4	1
COc1cc(OC)cc(C(=O)N2CCN(C(=O)c3cccnc3)CC2)c1	·	0.3	4	-0.1	-3	-10	11	-13
Oc1ccc2c(c1)c1ccccc1c1ncccc21	-3	0.6	1	2.1	-5	-11	-1	13
COc1ccc([N+](=O)[O-])cc1NC(=O)CSc1nccc(C)n1	1	0.2	3	-2.5	4	-9	·	·
COc1ccc(OC)c(S(=O)(=O)NC2CCCCNC2=O)c1 (configuration not stated)	0	0.3	-5	0.6	-3	-6	-7	-5
O=C(NCc1ccco1)c1cc(Cl)nc(Cl)c1	-2	0.3	3	·	-1	1	-8	-3
